pPAFAH FP inh: pPAFAH enzyme inhibitors, primary screen, biochemical, fluorescence polarization, human | Platelet-activating factor acetylhydrolase (Homo sapiens), Q13093 | recombinant pPAFAH, FP-rhodamine probe fluorescence polarization | inhibition, % at 3.39 µM | hit rate 1.5% among 330,000 | AID 463082, 2010;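 active = inhibition above the mean inhibition across the screen plus 3 SD, cut at about 25% in these data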;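 note: inhibitors block binding of the rhodamine activity-based probe so polarization drops; 0% = enzyme with DMSO and 100% = wells lacking pPAFAH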
PAD4 FP inh: human PAD4 inhibitors, primary screen, biochemical, fluorescence polarization, 1536-well format | Protein-arginine deiminase type-4 (Homo sapiens), Q9UM07 | recombinant PAD4, RCA probe fluorescence polarization | inhibition, % at 6.36 µM | hit rate 0.41% among 330,000;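 active = percent inhibition above a cutoff equal to the mean of all tested compounds plus 3 SD, cut at about 15% in these data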;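 note: 0% = PAD4 with RCA probe and DMSO and 100% = probe without PAD4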
Target sequence (Q9UM07 whole entry, looked up): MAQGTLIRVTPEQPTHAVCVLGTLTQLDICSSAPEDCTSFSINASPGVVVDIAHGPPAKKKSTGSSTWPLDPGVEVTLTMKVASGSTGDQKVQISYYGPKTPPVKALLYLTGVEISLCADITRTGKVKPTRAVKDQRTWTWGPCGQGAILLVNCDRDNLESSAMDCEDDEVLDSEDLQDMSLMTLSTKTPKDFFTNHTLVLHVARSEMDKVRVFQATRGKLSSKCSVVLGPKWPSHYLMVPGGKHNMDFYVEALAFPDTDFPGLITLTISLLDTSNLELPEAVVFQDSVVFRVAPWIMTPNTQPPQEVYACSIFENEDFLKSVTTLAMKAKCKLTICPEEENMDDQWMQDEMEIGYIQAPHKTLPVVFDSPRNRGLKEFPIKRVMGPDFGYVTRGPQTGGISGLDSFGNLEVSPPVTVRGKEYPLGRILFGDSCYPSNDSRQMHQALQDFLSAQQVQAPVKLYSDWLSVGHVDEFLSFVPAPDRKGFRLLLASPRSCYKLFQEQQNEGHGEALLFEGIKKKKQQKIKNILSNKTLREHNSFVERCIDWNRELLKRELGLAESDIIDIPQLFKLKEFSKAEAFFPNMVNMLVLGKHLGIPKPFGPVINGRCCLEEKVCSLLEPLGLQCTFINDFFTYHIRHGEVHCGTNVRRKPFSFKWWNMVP
PREPL inh: PREPL enzyme inhibitors, primary screen, biochemical, fluorescence polarization; Prolyl endopeptidase-like (Homo sapiens), Q4J6C6; recombinant PREPL, fluorescence polarization activity-based probe; inhibition, % at 5.96 µM; hit rate 0.68% among 320,000; AID 2751, 2010; in the data active = inhibition above about 43%;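 note: 0% = enzyme with DMSO and 100% = wells lacking enzyme; many of its hits are not listed in these tables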
PME-1 primary: PME-1 inhibitors via competitive probe labeling, primary screen, biochemical, fluorescence polarization, FP-Rh probe, HTS; hit rate 0.53% among 320,000; inhibition, % at 5.9 µM; recombinant PME-1; AID 2130, 2009;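 active = inhibition above the campaign mean of all compounds plus 3 SD, cut at about 26% in these data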;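 note: competitive labeling of PME-1 active site by serine hydrolase directed probe; 0% = PME-1 with DMSO and 100% = wells lacking PME-1 enzyme; inhibitors block probe labeling so polarization falls and inhibition rises; many of its hits are not listed in these tables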
LYPLA2 counter: LYPLA2 inhibitors, primary screen, counter-screen for PME1 inhibitor project, biochemical, fluorescence polarization, FP-Rh probe ABPP. hit rate 0.38% among 320,000. Acyl-protein thioesterase 2 (Homo sapiens), O95372. inhibition, % at 5.9 µM. recombinant LYPLA2. AID 2177, 2009;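 active = inhibition above the screen-wide mean plus 3 SD, limit set per campaign, cut at about 26% in these data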;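 note: 0% = LYPLA2 with DMSO and 100% = wells lacking LYPLA2 enzyme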
LYPLA1 inh: LYPLA1 inhibitors, primary screen, counter-screen for PME1 inhibitor project, biochemical, fluorescence polarization, FP-Rh probe ABPP; Acyl-protein thioesterase 1 (Homo sapiens), O75608; hit rate 0.16% among 320,000; recombinant LYPLA1; inhibition, % at 5.9 µM;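 active = inhibition above the mean of all tested compounds plus 3 SD, set per campaign, cut at about 14% in these data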;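 note: inhibitors block serine hydrolase probe labeling of LYPLA1 so polarization falls; 0% = enzyme with DMSO and 100% = wells lacking LYPLA1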
PAFAH1B2 inh: PAFAH1B2 enzyme inhibitors, primary screen, biochemical, fluorescence polarization, human. inhibition, % at 3.39 µM. recombinant PAFAH1B2, FP-rhodamine activity probe. hit rate 1.2% among 340,000. Platelet-activating factor acetylhydrolase IB subunit alpha2 (Homo sapiens), P68402;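 active = inhibition above the mean of all tested compounds plus 3 SD, cut at about 24% in these data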;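 note: 0% = enzyme with DMSO and 100% = wells lacking PAFAH1B2; many of its hits are not listed in these tables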
Target sequence (P68402 whole entry, looked up): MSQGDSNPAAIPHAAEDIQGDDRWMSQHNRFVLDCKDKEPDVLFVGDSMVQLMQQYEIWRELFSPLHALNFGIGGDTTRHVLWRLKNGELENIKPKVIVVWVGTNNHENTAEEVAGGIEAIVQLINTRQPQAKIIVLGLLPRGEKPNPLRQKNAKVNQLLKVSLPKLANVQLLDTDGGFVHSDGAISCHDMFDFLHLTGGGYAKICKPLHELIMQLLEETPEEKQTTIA
PAFAH1B3 FP inh: PAFAH1B3 enzyme inhibitors, primary screen, biochemical, fluorescence polarization, human; recombinant PAFAH1B3, FP-rhodamine probe; hit rate 0.28% among 340,000; inhibition, % at 3.39 µM; Platelet-activating factor acetylhydrolase IB subunit alpha1 (Homo sapiens), Q15102;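 active = inhibition above the screen-wide average of all tested compounds plus 3 SD, cut at about 25% in these data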;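 note: 0% = enzyme with DMSO only and 100% = wells lacking PAFAH1B3 protein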
GSTO1 counter: inhibitors of recombinant GSTO1, primary screen, counter-screen for RBBP9 inhibitor project, biochemical, fluorescence polarization; activity-based probe fluorescence polarization; inhibition, % at 5.96 µM; AID 1974, 2009; hit rate 1.1% among 300,000;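 active = inhibition above the campaign mean inhibition plus 3 SD, cut at about 35% in these data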;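 note: 0% = GSTO1-1 with DMSO and 100% = wells lacking GSTO1-1 enzyme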
* = called active by the depositor; nt = no result given. Not all compounds are listed. The share of hits here may be higher or lower than overall.

The line under a structure holds: pPAFAH FP inh	PAD4 FP inh	PREPL inh	PME-1 primary	LYPLA2 counter	LYPLA1 inh	PAFAH1B2 inh	PAFAH1B3 FP inh	GSTO1 counter
Cc1cc(C)c2c(CN3CCN(Cc4ccc5c(c4)OCO5)CC3)cc(=O)oc2c1C
 : 2	-2	15	0	1	0	4	-2	4
CCNc1nc(NCC)n2c(SCC(=O)Nc3cc(OC)ccc3OC)nnc2n1
 : 1	-1	7	4	6	2	1	-13	1
CCCCCC(=O)NC(CC(=O)OC)c1ccc2c(c1)OCO2 (stereo unspecified)
 : 6	-1	4	3	6	1	1	5	16
COc1ccc(-c2noc(CCC(=O)Nc3ccc(C)c(C)c3)n2)cc1
 : -1	1	-19	-11	-2	-4	-2	2	-1
CC(C)CNC(=O)/C=C/C=C/CCCC/C=C/c1ccc2c(c1)OCO2
 : 2	-4	11	0	-1	0	4	2	nt
Cc1noc(NS(=O)(=O)c2ccc(N/C=C\C(=O)c3ccncc3)cc2)c1C
 : -2	1	7	7	3	-2	9	6	0
Cc1cc([N+](=O)[O-])nn1CCCC(=O)Nc1cc(Oc2ccc(F)cc2)cc([N+](=O)[O-])c1
 : 7	0	4	-5	1	-2	1	4	6
COc1ccc(Cc2[nH]n3c(=O)c(Cl)c(C)nc3c2-c2ccccc2)cc1
 : 2	0	23	-5	1	1	-1	14	4
CC(NC(=O)c1ccc(Cl)cc1)C(=O)N1CCCCC1 (stereo unspecified)
 : 0	-2	-4	0	-4	1	-1	3	2
COc1ccc(C(=O)c2nccc3cc(OC)c(OC)cc23)cc1OC
 : 5	61*	32	22	26*	9	10	57*	nt
CC(=O)c1ccc2noc(-c3ccc(Cl)cc3)c2c1
 : 5	-7	-1	-4	1	-6	1	2	-2
O=c1[nH]c(-c2ccccc2)nc(-c2ccccc2)c1Cl
 : 4	-1	7	2	-1	-2	3	2	-7
CCOC(=O)C1=C(C)N(C)C(=O)NC1c1ccc(C)s1 (stereo unspecified)
 : -3	-2	15	0	3	1	3	9	0
Cc1ccc(/C=C/C(=O)OCC(=O)Nc2cccnc2Cl)cc1
 : -1	10	31	0	7	-1	-1	7	nt
CCN(C(=O)c1cc2cc3ccc(C)cc3nc2o1)c1ccc(OC)cc1
 : 5	0	-19	1	7	-5	2	2	-4
Nc1nnc(SCC(=O)N2CCN(c3cccc(Cl)c3)CC2)n1-c1ccccc1
 : 5	-1	15	-1	-1	2	3	0	-2
Cc1ccc(C(=O)NC(=S)Nc2ccc(N3CCOCC3)cc2)c(C)c1
 : 6	2	17	5	9	0	-3	0	1
Cc1ccc(CNC(=O)CSc2nc3ccsc3c(=O)n2NC(=O)c2ccccc2)cc1
 : 4	3	1	-4	-4	1	21	7	2
CCN1CCN(CC(=O)N2c3ccccc3Sc3ccccc32)CC1
 : -1	2	-9	-2	-3	0	2	8	-2
COCCN1Cc2cccc(C(=O)Nc3c(C)cccc3C)c2C1=O
 : -1	0	10	8	4	2	3	0	6
CC(C)c1c(C(=O)N/N=C/c2cccc3ccccc23)nnn1-c1nonc1N
 : -3	-2	-5	-17	-36	-19	-2	2	-4
CCOC(=O)C1CCCN(Cc2ccc(-c3ccccc3)cc2)C1 (stereo unspecified)
 : -9	-6	26	0	-9	-1	-6	7	6
COc1ccc(NC(=O)C2CCOC(C)(C)C2)cc1 (stereo unspecified)
 : 8	-4	2	1	6	6	nt	nt	-1
O=C(Cc1nnc(NC(=O)c2ccccc2)s1)N/N=C\c1ccc(O)c(O)c1
 : 27*	-2	27	-1	1	-6	3	12	39*
CC1(C)Cc2c(c(N3CCOCC3)nc3snc(Br)c23)CO1
 : 4	6	9	3	3	-2	2	6	13
CCOC(=O)C(=CNc1ccc(NC2=NCC(C)(C)S2)cc1)C(=O)OCC
 : 6	-4	-2	-3	3	0	3	8	-3
Clc1ccc2[nH]c3c(c2c1)CCc1cn[nH]c1-3
 : 18	-2	33	40*	12	-6	8	2	4
CC1(C)Cc2noc(N)c2C(C)(C)N1OC(=O)c1scc2c1OCCO2
 : 2	1	2	1	-3	-2	-4	3	7
O=[N+]([O-])c1ccc(CCn2ccnc2)cc1
 : 0	1	-1	5	7	4	-3	8	6
Cn1c(CCN2CCCC2)nc2cc(NS(=O)(=O)c3ccc(Cl)cc3)ccc21
 : 10	0	-87	2	-5	-4	28*	2	-3
CCOC(=O)c1cn(CC(=O)Nc2ccc3c(c2)OCCO3)nn1
 : 4	-3	11	-4	2	-2	-1	5	6
CCc1ccc(OCC(=O)NC(C)C)cc1
 : 6	-3	2	1	10	2	-1	8	6
O=Cc1ccc(-c2cccc([N+](=O)[O-])c2)o1
 : 4	1	4	4	1	-1	5	2	-1
O=C(COC(=O)c1ccc(Br)cc1)Nc1cccnc1Cl
 : 8	0	10	9	4	1	3	2	nt
COc1ccc(CN2CC(=O)N(c3ccc(C)cc3)C2=S)cc1OC
 : 3	-3	-1	-2	-2	0	0	8	14
Cn1c(COc2ccc(Cl)cc2Cl)nnc1SCC(=O)NCC1CCCO1 (stereo unspecified)
 : -5	-3	25	-5	-7	0	2	3	-5
Cc1oc2cc3oc(=O)c(CCC(=O)NCCCN4CCCC4=O)c(C)c3cc2c1C
 : -7	-1	21	0	-2	-2	5	10	13
Cc1cc(C)c(C)c(S(=O)(=O)NCc2ccc(C(=O)N3CCCC3)cc2)c1C
 : 3	3	-3	1	2	-2	1	1	9
Cc1cc(C)n2c(nc3ccccc32)c1C(=O)NN
 : 5	2	3	0	0	1	nt	nt	1
NC(=O)c1cc(Cl)ccc1OCC(=O)NC1CC1
 : -8	0	14	nt	nt	nt	1	11	nt
O=C1CC(N2CCN(c3nc4ccccc4s3)CC2)C(=O)N1c1ccc(F)cc1 (stereo unspecified)
 : 1	-10	10	1	10	6	5	4	7
Cn1cc(C(F)(F)F)nc1-c1ccc(OCC(O)CNCCOc2ccc(O)c(C(N)=O)c2)cc1 (stereo unspecified)
 : 4	0	1	-5	3	2	0	-1	1
CO/N=C/NC(=O)c1c(OC)ccnc1Oc1cccc(C(F)(F)F)c1
 : 2	1	-5	2	-3	0	7	10	5
COc1ccc(-c2cc3c(=O)n(CC(=O)NCCCN4CCC(Cc5ccccc5)CC4)ncn3n2)cc1
 : -7	1	10	-10	3	-2	6	-1	10
COc1ccc(/C(C)=N/NC(=O)c2cccc(S(=O)(=O)N3CCCC3)c2)c(O)c1
 : 13	2	7	6	6	-3	2	6	7
COC(=O)c1ccc(NC(=O)c2ccc(CN3CCOCC3)cc2)cc1
 : 4	-8	19	-1	4	0	-2	2	8
Cc1cccc(CC(=O)N2CCC(N3CCC(C(=O)N4CCOCC4)CC3)CC2)c1
 : 1	-3	-9	3	-6	-6	0	7	-9
O=C1C2C3C=CC(C3)C2C(=O)N1c1ccncc1 (stereo unspecified)
 : -3	-7	2	-6	-1	0	4	7	0
CCOC(=O)/C(C#N)=C\c1ccc(OC)c(OC)c1
 : -7	8	5	1	2	0	2	2	8
COc1ccc(C)cc1NC(=O)CN1C(=O)c2cccc3cccc1c23
 : 6	-3	-8	-11	-2	-1	4	0	-1
Cc1ccc2c(c1)c(=O)c1c3n2CCN(C(=O)CCl)C3CC1 (stereo unspecified)
 : 15	30*	32	4	1	1	6	17	66*
CCCc1nnc(NC(=O)CCC(=O)N2CCCCCC2)s1
 : 1	-5	-4	-5	-1	-2	2	4	-2
O=c1cc(Cc2ccccc2)[nH]c(=S)[nH]1
 : 5	1	2	1	-2	-2	4	0	6
CN1CCN(NC(=O)Nc2ccc([N+](=O)[O-])cc2)CC1
 : 1	0	3	8	2	3	-1	-2	-5
CCn1cc(C(=O)N2CCCC(N3CCN(c4cccc(C(F)(F)F)c4)CC3)C2)cn1 (stereo unspecified)
 : 2	-4	2	-5	32*	6	3	5	0
COc1ccc(Nc2ccc(OC)cc2)cc1
 : 10	1	10	4	0	0	nt	nt	36*
Cn1c(NC(=O)c2cccnc2)nc2ccccc21
 : 4	3	1	5	-2	1	4	-2	1
O=C(Cn1c(=O)[nH]c2ccccc2c1=O)N1CCN(c2cccc(Cl)c2)CC1
 : 11	2	0	3	2	1	-1	1	-6
CC1CN(S(=O)(=O)c2ccc(-c3nc4ccccc4s3)cc2)CC(C)O1 (stereo unspecified)
 : -3	2	3	-5	-2	0	3	9	4
O=C(c1cc([N+](=O)[O-])cc([N+](=O)[O-])c1)N1CCOCC1
 : -5	5	-6	-2	1	2	-1	-9	0

The results go on:
The line under a structure holds: pPAFAH FP inh	PAD4 FP inh	PREPL inh	PME-1 primary	LYPLA2 counter	LYPLA1 inh	PAFAH1B2 inh	PAFAH1B3 FP inh	GSTO1 counter
CC12CCC(=O)N1C(C(=O)NNC(=O)c1ccccc1Cl)CS2 (stereo unspecified)
 : 3	4	-4	0	3	0	3	0	nt
CCC(=O)Nc1ccc(C(=O)N2CCN(C(=O)c3ccco3)CC2)cc1
 : 3	-2	-4	2	-1	-2	0	2	5
COc1ccc(N2C(=O)CC(Sc3nnc(-c4ccccc4)o3)C2=O)cc1 (stereo unspecified)
 : 7	-6	-7	2	5	0	5	8	-3
COc1ccc(NC(=O)CN2C(=O)C(=O)N(C3CCCC3)C2=O)c(OC)c1
 : 1	-5	23	nt	nt	nt	2	13	nt
Cc1ccc2cc(CN(CCN3CCCC3)C(=O)Nc3ccccc3)c(=O)[nH]c2c1C
 : 4	-4	6	-6	-3	2	-3	4	-2
Cc1cc(C(F)(F)F)nn1Cc1n[nH]c(=S)n1-c1ccc(Cl)cc1
 : 2	-4	2	2	8	-1	4	1	7
CCOc1nc(NCCc2ccc(OC)c(OC)c2)nc(N2CCN(c3ccc(OC)cc3)CC2)n1
 : 4	0	1	-7	1	3	3	5	-1
Cc1cccc2cc(CN(Cc3ccco3)C(=O)c3ccco3)c(=O)[nH]c12
 : 6	-6	0	-1	7	3	5	4	5
Cc1ccc(-n2c(CSc3nc(C)cc(C)n3)nnc2SCC(=O)Nc2nccs2)cc1
 : 2	0	4	3	0	-1	4	9	8
O=C(O)c1ccc2c(c1)C(c1ccccc1)OC2=O (stereo unspecified)
 : 6	-1	-3	2	-1	1	6	2	8
CCc1c(C)c(C#N)c2nc3ccccc3n2c1Nc1c(C)n(C)n(-c2ccccc2)c1=O
 : 0	2	-7	-7	-4	-3	3	4	-2
O=C1NC(=S)/C(=C\c2ccc(-c3ccccc3Cl)o2)S1
 : 70*	-3	33	37*	11	10	9	24	35*
COc1ccc(NC(=O)C(NC(=O)Cc2cccs2)c2ccccc2)cc1 (stereo unspecified)
 : 2	-2	-3	4	-9	1	0	2	0
N#CCC(=O)Nc1ccc(C(=O)OCC(=O)NC(=O)Nc2ccc3c(c2)OCCO3)cc1
 : -8	-7	11	nt	nt	nt	-4	3	nt
O=C1C2C3C=CC(C3)C2C(=O)N1c1ccc(S(=O)(=O)Nc2nccs2)cc1 (stereo unspecified)
 : 5	-3	17	-3	2	-2	7	7	16

Compound activity deposited in PubChem by The Scripps Research Institute Molecular Screening Center.
